EBNA-1 inh: blocks EBNA-1 binding to DNA; EBNA-1 DNA binding, fluorescence polarization; inhibition, % at 14.8 µM; 0.34% of 300,000 active; in the data active means inhibition above about 28%
LAP4 TOR yeast: modulators of TOR pathway LAP4-GFP in S. cerevisiae; AID 2023; GFP response vs DMSO, % at 10 µM; S. cerevisiae LAP4-GFP multiplex, flow cytometry GFP, 3 h; median GFP as percent of DMSO wells; 0.34% of 320,000 active;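 active means GFP response vs DMSO above a set limit, about the screen mean plus 3 SD, cut at about 150% in these data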
RPL19A TOR yeast: alters RPL19A-GFP fluorescence in TOR pathway yeast screen | percent response vs DMSO, % at 10 µM | 0.3% of 330,000 active | S. cerevisiae RPL19A-GFP strain, flow cytometry, 3 h; stronger effect = lower value;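 active means percent response vs DMSO below 50%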;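 further: median channel GFP fluorescence of the barcoded RPL19A-GFP strain; ratio of sample median GFP to plate DMSO average so 100% = DMSO; lower means less RPL19A-GFP as with rapamycin TOR inhibition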
proCasp3 act: activators of human procaspase-3 | recombinant procaspase-3 D3A, Ac-DEVD-pNA absorbance 405 nm | activation, % at 8.5 µM | 0.11% of 330,000 active;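 active means activation above the mean of all tested compounds plus 3 SD, cut at about 21% in these data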;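 further: 0% = DMSO alone and 100% = DMSO wells spiked with extra 5 µM PC-3 D3A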
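Assay system – Procaspase-3 D3A mutant · Benchmarks – DMSO low control, extra-enzyme high control · Technique – 405 nm absorbance of p-nitroaniline, reads at 0 and 120 min · Doses – 8.5 µM nominal · Measure – % activation between DMSO and enzyme-spiked controls · Also added – Ac-DEVD-pNA chromogenic peptide substrate · Schedule – 1 h compound preincubation, 2 h substrate hydrolysis at 25 °C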
ZTA DNA inh: counter-screen for EBNA-1 inhibitors: inhibitors of Epstein-Barr virus ZTA; inhibition, % at 11 µM; P03206; 0.15% of 320,000 active; ZTA-DNA binding, fluorescence polarization; in the data active means inhibition above about 33%
MEP2 TOR yeast: yeast TOR pathway MEP2-GFP modulation | S. cerevisiae MEP2-GFP strain, flow cytometry GFP, 3 h; 100% = DMSO control level | GFP response vs DMSO, % at 10 µM | 0.51% of 330,000 active | AID 2016;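 active means GFP response versus DMSO above a set limit, roughly screen mean plus 3 SD, cut at about 180% in these data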;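 further: median GFP fluorescence of the barcode-gated MEP2-GFP cells per well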
AHR activator: activators of human aryl hydrocarbon receptor. AHR-responsive luciferase reporter cells, luminescence. 2.5% of 320,000 active. AID 2796. P35869. activation, % at 5 µM; in the data active means activation above about 47%;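 further: 0% = vehicle wells and 100% = reference agonist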
procasp7 counter: counter-screen: procaspase-7 (human) activation | P55210 | recombinant procaspase-7, Ac-DEVD-pNA absorbance 405 nm; D23A/D198A/D206A triple mutant, cannot self-cleave; scale: DMSO 0, 5 µM enzyme 100 | activation, % at 8.5 µM | 0.093% of 330,000 active | AID 463210;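 active means percent activation above the screen-wide mean plus 3 SD, cut at about 25% in these data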
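Assay system – Uncleavable procaspase-7 mutant enzyme · Quantity – 2 µM procaspase-7 mutant as dispensed · Times – 1 h preincubation, 2 h reaction · Dosing – single nominal 8.5 µM compound dose, 0.8% DMSO final · Buffer or medium – Zinc-free 50 mM HEPES buffer, pH 7.4, with NaCl and Triton X-100 · Detection – Epi-absorbance of released pNA at 405 nm, two timepoints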
Numbers without * were called inactive; · = not tested or not shown; [ ] = another dose, or the depositor's remark.

SMILES	EBNA-1 inh	LAP4 TOR yeast	RPL19A TOR yeast	proCasp3 act	ZTA DNA inh	MEP2 TOR yeast	AHR activator	procasp7 counter
O=S(=O)(c1ccc(-c2csc(-c3cccnc3)n2)cc1)N1CCOCC1	-7	90	112	5	4	94	11	-3
O=C(c1ccccc1)N1CCN(CC#CC2(O)CCCCC2)CC1	0	92	96	8	-3	97	1	3
COc1ccc2c(c1)O[C@@]1(CCCC[C@@H]1C)CC2=O	-11	110	101	4	5	90	2	2
Cc1sc2nc(SC3CCOC3=O)n(Cc3ccccc3)c(=O)c2c1C (stereo not given)	3	107	100	12	6	112	-1	5
O=C(Nc1cccc(Cl)c1)c1ccc(NCC2CCCO2)c([N+](=O)[O-])c1 (stereo not given)	14	96	106	-1	-1	107	91*	12
CC(C)COc1ccc(-c2nn(-c3ccccc3)cc2/C=C2/SC(=S)N(CC(=O)O)C2=O)cc1	12	96	108	-3	29	111	-1	-8
COc1ccccc1NC(=O)Cn1nnc(-c2ccccc2NC(=O)c2cnccn2)n1	8	98	101	-8	4	98	1	-1
N#Cc1ccc(OCC(=O)Nc2nc(-c3cccnc3)cs2)cc1	·	110	108	4	31	106	49*	3
CN(C)c1ccc(C(=O)OCC#CCSc2nnc(-c3cccc4ccccc34)o2)cc1	·	112	95	-4	·	94	-1	9
Cn1cc(CN(Cc2ccccc2)C[C@@H]2CCC(=O)N2)c(-c2ccccc2F)n1	7	107	106	1	16	102	6	6
NNC(=O)c1ccc(COc2cccc3ccccc23)cc1	-2	143[may fluoresce green]	81[may fluoresce green]	-4	6	96	25	11
O=C(c1ccc(S(=O)(=O)N2CCCC2)cc1)N1CCN(c2ccccc2)CC1	6	99	102	5	-5	101	3	7
Cc1noc(C)c1CSCC(=O)Nc1nc2ccccc2s1	1	92	97	-7	-4	94	43	2
CC(C)[C@H](NC(=O)OCc1ccccc1)C(=O)OCC(=O)c1ccccc1	·	119	99	-2	·	121	0	2
O=C1CN2NC(=S)N(c3ccc(Cl)cc3)C2=CN1c1ccc(Cl)cc1	5	93	98	2	-3	107	4	4
CC1CCN(C(=O)CSc2nnc3c(n2)[nH]c2ccccc23)CC1	8	89	92	6	-15	97	4	9
COc1ccccc1/C=N/OCC(=O)NCc1ccc2c(c1)OCO2	0	88	97	2	8	102	14	1
Cc1nc2cc(-c3ccsc3-n3c(C)ccc3C)[nH]n2c(=O)c1Cl	-4	100[may fluoresce violet]	87[may fluoresce violet]	-5	-8	120[may fluoresce violet]	2	-7
Cc1ccccc1NS(=O)(=O)c1nnc(NC(=O)CC(C)C)s1	-10	87	99	-1	-8	85	0	1
COc1ccc(OCc2cc(C(=O)NCC3CCCCO3)no2)c(Cl)c1 (stereo not given)	-19	95	105	-5	-8	100	9	-1
CCOC(=O)c1ccc(NC(=O)C2=C(C)Nc3nc(CCCO)nn3C2c2cccc(C)c2)cc1 (stereo not given)	-8	104	102	-6	5	110	7	-7
Cc1cccc(NC(=O)N2CCCCCC2)c1	5	79	101	5	-7	87	16	7
CC(C)C(=O)Nc1nnc(CCN2CCOCC2)s1	2	94	100	-3	-1	101	2	-2
C=CCn1c(C)cc(C(=O)CSc2nnc3c(Cl)cc(Cl)cn23)c1C	-1	100	91	-8	12	100	3	5
O=C(COC(=O)c1ccc(N2CCCC2=O)cc1)Nc1ccccc1	·	88	96	8	2	97	1	5
COc1ccc(C(=O)N2CCc3[nH]nc(-c4ccccc4)c3C2)cc1	-2	97	93	-5	-17	104	0	5
Nc1nc2ccc(C(=O)Nc3ccc(N4CCOCC4)cc3)cc2s1	·	88	97	4	·	99	7	5
CC(C)CC1C(C#N)=C(N)OC2=C1C(=O)CC(c1ccccc1)C2 (stereo not given)	-10	95	100	-1	1	94	3	1
COc1cc(S(=O)(=O)N2CCC(C(N)=O)CC2)c(C)cc1C	-2	87	93	5	-10	91	1	-7
CCOC(=O)C1CCN(Cc2cc(=O)oc3cc(C)ccc23)CC1	6	103	108	10	-11	100	0	6
COCCn1cnc2c1c(=O)n(CC#N)c(=O)n2Cc1ccccc1	-7	104	100	1	0	105	0	-10
Cn1c(CNC(=O)c2ccccc2F)nnc1SCC(=O)Nc1nnc(C2CC2)s1	2	101	100	2	0	99	-2	12
CN(C)CCNC(=O)Cn1nc(-c2ccc(Cl)cc2)ccc1=O	-5	101	106	3	-4	100	1	2
Cc1cccc(C(=O)NCC(=O)NNC(=O)c2ccccc2O)c1	-1	109	103	-3	7	106	13	7
NC(=O)C1CCN(CC(=O)NCc2ccccc2)CC1	-15	106	100	-6	-15	108	1	2
COc1ccc(-c2ccc(C#N)c(SCC(=O)OCc3ccccc3)n2)cc1OC	-5	93	94	34*	-10	97	-2	10
COc1cccc(NC(=S)Nc2ccc(F)cc2)c1	0	95	101	-3	-18	101	2	-7
CC(OC(=O)c1cccc(N(C)C)c1)C(=O)N1CCc2ccccc2C1 (stereo not given)	·	96	96	8	·	99	5	-6
O=C1N2CCSC2=NC1(Nc1nccs1)C(F)(F)F (stereo not given)	5	112	99	-2	1	105	1	7
COc1ccc(C2CC3(CC(C)(C)NC(=O)N3)Oc3cc(O)ccc32)cc1 (stereo not given)	7	99	100	5	-5	100	-1	15
COc1ccc(CC(=O)Nc2ccc3c(c2)CCC3)cc1	1	102	101	0	2	103	-3	5
CN(C)c1oc(/C=C/c2ccccc2)nc1C#N	8	130	104	-3	-8	106	50*	2
COc1ccc(N=C2C(=Nc3ccc(OC)cc3)N(c3ccc(OC)cc3)C(=S)N2c2ccccc2)cc1	1	92	97	-1	21	94	2	-14
O=C(CSc1ccc(Br)cc1)NCC(c1ccco1)N1CCCCC1 (stereo not given)	2	109	100	-8	3	104	3	-3
O=C1Nc2ccccc2N(O)N1c1ccc(S(=O)(=O)Nc2ccccn2)cc1	6	112	104	4	11	98	1	12
Cc1cc(C)cc(N(C(C)C(=O)NC2CCCC2)S(C)(=O)=O)c1 (stereo not given)	7	104	101	1	1	106	0	-8
Cc1ccc(-c2nc(=S)c3c(n2Cc2cccnc2)CC(C)(C)OC3)cc1	-3	98	92	-2	12	99	1	4
Cc1cc2oc(C(=O)NCc3ccc(S(N)(=O)=O)cc3)c(C)c2cc1C	-4	126	95	-6	0	113	1	1
CC(=O)N1CCOc2ccc(S(=O)(=O)NCC3CCC(C(=O)Nc4ncccc4C)CC3)cc21 (stereo not given)	-2	91	93	0	-7	95	-1	-12
N#CC1=C(SCC(=O)c2ccccc2)NC2=C(C(=O)CCC2)C1c1ccco1 (stereo not given)	-10	104	93	-14	-6	106	15	-10
The listing continues.
SMILES	EBNA-1 inh	LAP4 TOR yeast	RPL19A TOR yeast	proCasp3 act	ZTA DNA inh	MEP2 TOR yeast	AHR activator	procasp7 counter
Cc1ccc(S(=O)(=O)N2CCCC(C(=O)N3CCN(c4ccccc4)CC3)C2)cc1 (stereo not given)	0	102	97	-2	2	99	-1	9
COC(=O)c1ccccc1NC(=O)CCC(=O)N1CC(C)Oc2ccc(C)cc21 (stereo not given)	0	129	101	7	4	98	0	-1
COCCCC1CCN(C(=O)C2CCC(=O)N(Cc3cccc(F)c3)C2)CC1 (stereo not given)	-8	86	97	8	-5	98	0	10
Cc1cccc(C)c1NC(=O)N1C2CCC1CC(O)(c1cccnc1)C2 (stereo not given)	-3	106	102	1	-11	111	-1	8
Cc1ccc(C(=O)NC(C)c2ccc(-n3ccnc3)cc2)cc1S(=O)(=O)N1CCOCC1 (stereo not given)	7	103	101	-5	6	105	5	0
CC(=O)c1ccc(NC(=O)CSc2ccc3nnc(-c4ccccn4)n3n2)cc1	-1	126	99	-2	-9	117	0	-3
CC(C)C(OC(=O)c1cccs1)C(=O)NCCc1ccccc1 (stereo not given)	-4	109	97	-7	-4	101	0	1
COc1ccc(C(=O)NCCSc2ccccc2)cc1OC	-8	115	108	8	3	96	9	0
COc1cccc(C(=O)N2CCN(Cc3ccccn3)CC2)c1OC	-10	101	97	6	5	102	1	9
Cc1cccc(-c2onc3ccc(C4(C)OCCO4)cc23)c1	-1	106	102	-5	13	100	2	-10

Part of the list above with just RPL19A TOR yeast, ZTA DNA inh and LAP4 TOR yeast:
canonical_smiles | RPL19A TOR yeast | ZTA DNA inh | LAP4 TOR yeast
Cc1ccc(S(=O)(=O)N2CCCC(C(=O)N3CCN(c4ccccc4)CC3)C2)cc1 (stereo not given) | 97 | 2 | 102
COC(=O)c1ccccc1NC(=O)CCC(=O)N1CC(C)Oc2ccc(C)cc21 (stereo not given) | 101 | 4 | 129
COCCCC1CCN(C(=O)C2CCC(=O)N(Cc3cccc(F)c3)C2)CC1 (stereo not given) | 97 | -5 | 86

(list continues)
SMILES	EBNA-1 inh	LAP4 TOR yeast	RPL19A TOR yeast	proCasp3 act	ZTA DNA inh	MEP2 TOR yeast	AHR activator	procasp7 counter
COc1ccccc1Nc1ncnc2sccc12	-15	106	103	-7	-1	112	11	5
O=c1[nH]oc2cc(Cl)ccc12	-5	106	99	8	-24	102	0	4
O=C1c2ccccc2C(=O)N1/N=C/c1ccc(Oc2ccc([N+](=O)[O-])cn2)cc1	6	94	95	5	-16	95	2	-7
CCCCNC(=O)/C(C#N)=C/c1ccc(-c2ccc(S(=O)(=O)N3CCOCC3)cc2)o1	-9	80	98	-17	44*	93	-3	-19
O=C(COc1ncnc2ccccc12)Nc1cccc([N+](=O)[O-])c1	-4	99	100	1	1	93	0	10
CN=C1SC(CC(=O)Nc2ccccc2F)C(=O)N1C (stereo not given)	5	102	100	1	8	99	-1	0
O=C(NC1CCCCCC1)C1CCN(c2nc3ccccc3o2)CC1	8	109	100	0	3	95	-3	8
O=C1CCCN1C(=O)CSc1nnnn1-c1ccccc1	·	99	95	5	2	97	2	4
COc1cc(NC(=O)COC(=O)c2ccc([N+](=O)[O-])s2)cc(OC)c1OC	·	124	115	3	·	114	1	-1
CC1=NN(C(=O)c2ccc(Br)cc2)C(O)(C(F)(F)OC(F)(F)F)C1 (stereo not given)	-2	121	95	1	-10	89	24	6
Cc1nc2[nH]c(=S)[nH]c2cc1Br	-7	95	93	-2	6	93	1	3
COc1ccc(CNC(=S)NC2CCCC2)cc1	-10	98	101	-2	9	105	4	-9
CCOc1ccc(S(=O)(=O)Nc2ccc(C(=O)N3CCCC3)cc2)cc1	-6	98	92	-1	-14	98	-1	4
CC1=C2C(CCS2(=O)=O)CC2(C1)C(=O)OC(C)(C)OC2=O (stereo not given)	-7	96	92	2	3	98	-2	1
Cc1ccc(S(=O)(=O)N(CC(=O)NCCSc2ccccn2)c2cc(C)cc(C)c2)cc1	-8	94	99	4	9	90	5	1
CC(=O)c1ccc(Nc2ncnc3c2oc2ccccc23)cc1	6	86	90	-8	-3	95	1	2
Cc1ccc(NCc2ccc(O)c3ncccc23)cc1C	7	88	106	-18	14	100	1	-21
O=C(CN1CCCC1=O)NC1C2CC3CC(C2)CC1C3 (stereo not given)	-6	109	112	5	-15	113	-1	6
COc1cc(O)sc1C=Nc1ccc(Cl)cc1Cl	5	91	106	7	5	103	42	13
O=C(c1ccc(COc2ccccc2[N+](=O)[O-])o1)N1CCCCC1	-4	100	100	6	-15	97	1	13

Reformatted: results already given.
Order of values: EBNA-1 inh	LAP4 TOR yeast	RPL19A TOR yeast	proCasp3 act	ZTA DNA inh	MEP2 TOR yeast	AHR activator	procasp7 counter
> CC1=C2C(CCS2(=O)=O)CC2(C1)C(=O)OC(C)(C)OC2=O (stereo not given)
    -7	96	92	2	3	98	-2	1
> Cc1ccc(S(=O)(=O)N(CC(=O)NCCSc2ccccn2)c2cc(C)cc(C)c2)cc1
    -8	94	99	4	9	90	5	1
> CC(=O)c1ccc(Nc2ncnc3c2oc2ccccc23)cc1
    6	86	90	-8	-3	95	1	2

From PubChem BioAssay
